# Screening results (PubChem BioAssay)
# Growth percent in the NCI-60 one-dose screen (48 h, 10 µM unless noted): 100 = growth as untreated, 0 = no growth, -100 = all killed.
# BT-549 – BT-549 breast cancer | actives 4.4% (n = 78,000)
# LOX IMVI – LOX IMVI melanoma | actives 7.4% (n = 79,000) | AID 1794757
# MDA-MB-468 – MDA-MB-468 breast cancer. actives 8.5% (n = 78,000)
# T-47D – T-47D breast cancer; actives 5% (n = 79,000); AID 1794792
# MDA-MB-231 – MDA-MB-231 breast cancer. actives 5% (n = 81,000). AID 1794789
# HS 578T – HS 578T breast cancer; actives 4.1% (n = 78,000); AID 1794788
# K-562 – K-562 leukemia. actives 7.4% (n = 78,000)
# MCF7 – MCF7 breast cancer; actives 6.3% (n = 82,000)
# Active calls of the source: *; nt = not tested or not shown; & = joins results of further samples. The calls were made as follows: active = growth percent below 10; inactive = the rest.
no.	Molecule	LOX IMVI	MCF7	MDA-MB-231	HS 578T	T-47D	K-562	MDA-MB-468	BT-549
1	NC(=O)c1c(Nc2ccc(Cl)cc2)nn2cc(-c3nc4ccccc4s3)c(N)nc12	95	94	87	102	nt	99	113	105
2	O=c1c2cc3cc(Cl)ncc3n2c(=O)c2cc3ccccc3n12	102	64	119	108	93	96	99	106
3	COc1ccc(-c2csc(NC(=O)COc3ccc(C(C)=O)cc3)n2)cc1	93	92	103	103	96	110	112	91
4	COC(=O)C1CCC(=O)CC1	104	97	110	121	102	111	107	116
5	O=C(/C=C/c1ccccc1)c1ccc([N+](=O)[O-])cc1	84	59	111	100	100	91	92	103
6	O=c1nc(Nc2nc3ccccc3[nH]2)[nH]c(=O)c2ncccc12	96	98	88	106	73	96	106	100
7	CC(C(=O)c1ccccc1)C(=O)C(F)(F)F (stereo not drawn)	104	99	107	96	100	108	121	102
8	CCCOC(=O)CC(O)C(=O)OCCC (stereo not drawn)	100	99	110	nt	96	101	98	99

# Laid out differently: entries from further up
[6] O=c1nc(Nc2nc3ccccc3[nH]2)[nH]c(=O)c2ncccc12
  LOX IMVI: 96 | MCF7: 98 | MDA-MB-231: 88 | HS 578T: 106 | T-47D: 73 | K-562: 96 | MDA-MB-468: 106 | BT-549: 100
[7] CC(C(=O)c1ccccc1)C(=O)C(F)(F)F (stereo not drawn)
  LOX IMVI: 104 | MCF7: 99 | MDA-MB-231: 107 | HS 578T: 96 | T-47D: 100 | K-562: 108 | MDA-MB-468: 121 | BT-549: 102

# Additional compounds.
no.	Molecule	LOX IMVI	MCF7	MDA-MB-231	HS 578T	T-47D	K-562	MDA-MB-468	BT-549
9	COc1cc2oc(-c3ccc(NC(=O)c4cccc(C#N)c4)cc3)cc(=O)c2c(OC)c1OC	107	98	87	88	87	78	101	84
10	Cc1ccc(/C=C/C(=O)c2ccc(NC(=O)CSc3nc4c([nH]3)c(=O)n(C)c(=O)n4C)cc2)c(C)c1	39	40	5.3*	27	37	56	34	70
11	NS(=O)(=O)c1ccc(Nc2ccc3nnc(-c4ccncc4)n3n2)cc1	100	97	100	104	100	100	96	118
12	COc1cc(-c2ccc(-c3ccc(C(=N)N)nc3)s2)cc(OC)c1OC	-14*	-1.3*	44	64	66	5.6*	22	90
13	CC(=O)CC(=O)Nc1cccc2ccccc12	100	93	103	84	99	88	nt	116
14	Cn1c(SC(C(=O)Nc2ccc(F)cc2)c2ccccc2)nc2ccccc2c1=O (stereo not drawn)	102	91	99	99	96	103	100	102
15	CCOC(=O)/C(=C\c1cccc(OC)c1)C(C)=O	92	93	107	111	106	102	107	93
16	COc1ccc(/C=N/NC(=O)Cn2c(Cc3cccc4ccccc34)nc3ccccc32)cc1	88	92	91	96	86	89	92	107

no.	Molecule	LOX IMVI	MCF7	MDA-MB-231	HS 578T	T-47D	K-562	MDA-MB-468	BT-549
17	CC(CNC1CCCC1)OC(=O)c1ccccc1 (stereo not drawn)	105	92	102	103	nt	96	106	95
18	Cc1cc(NC(=O)COCC(=O)O)no1	108	99	114	101	102	nt	90	105
19	C[C@]12CC[C@@H]3c4cc(OC(F)F)c(O)cc4CC[C@H]3[C@@H]1CC[C@@H]2OS(N)(=O)=O	40	24	51	33	47	14	-19*	68
20	C(=C(\C1=NCCN1)n1ccc2ccccc21)/c1ccc2ccccc2c1	76	86	69	98	83	80	nt	94
21	CC(=O)n1nc(-c2ccc(C)cc2)cc1-c1ccccn1	97	112	126	nt	87	100	109	107
22	NC(=S)NS(=O)(=O)c1ccc(N)cc1	105	101	117	101	108	103	97	128
23	CCCC(=O)NNc1[nH]c(-c2ccc(Cl)cc2)cc1C(=O)OCC	97	113	86	93	100	85	nt	96
24	CCC(=O)c1ccc2c(c1)N(C(C)CN(C)C)c1ccccc1S2 (stereo not drawn)	99	95	90	66	84	76	66	89

# Brought forward from above: six compounds; new compounds follow.
no.	Molecule	LOX IMVI	MCF7	MDA-MB-231	HS 578T	T-47D	K-562	MDA-MB-468	BT-549
19	C[C@]12CC[C@@H]3c4cc(OC(F)F)c(O)cc4CC[C@H]3[C@@H]1CC[C@@H]2OS(N)(=O)=O	40	24	51	33	47	14	-19*	68
20	C(=C(\C1=NCCN1)n1ccc2ccccc21)/c1ccc2ccccc2c1	76	86	69	98	83	80	nt	94
21	CC(=O)n1nc(-c2ccc(C)cc2)cc1-c1ccccn1	97	112	126	nt	87	100	109	107
22	NC(=S)NS(=O)(=O)c1ccc(N)cc1	105	101	117	101	108	103	97	128
23	CCCC(=O)NNc1[nH]c(-c2ccc(Cl)cc2)cc1C(=O)OCC	97	113	86	93	100	85	nt	96
24	CCC(=O)c1ccc2c(c1)N(C(C)CN(C)C)c1ccccc1S2 (stereo not drawn)	99	95	90	66	84	76	66	89
25	O=S(=O)(Oc1ccc(/C=N/N=c2/sc(-c3ccccc3)cn2-c2ccccc2)cc1)C(F)(F)C(F)(F)C(F)(F)C(F)(F)C(F)(F)C(F)(F)C(F)(F)C(F)(F)F	107	96	95	109	99	107	96	104
26	C=C(c1ccc(C(=O)O)cc1)c1cc2c(cc1C)C(C)(C)C=CC2(C)C	78	63	73	61	72	75	99	87
27	COc1cc(C(=O)O)ccc1C	104	103	105	99	95	108	104	101
28	C[C@@H]1C(=O)CC[C@H]2[C@@]1(C)CC[C@H]1C(=O)O[C@H](c3ccoc3)C[C@]21C	95	98	101	96	86	93	93	110
29	CC(=O)Oc1c(CBr)cccc1C(=O)O	101	97	110	114	104	107	104	101
30	Cc1ccc(S(=O)(=O)NCCCc2ccccc2)cc1	105	nt	111	nt	96	106	125	113
31	CCCSc1nc2c(c(=O)n(C)c(=O)n2C)n1C	97	110	115	114	192	94	103	99
32	CC(C)c1cccc(C(C)C)c1NC(=O)N1CCOCC1	100	103	101	95	103	nt	95	96

# Screen by screen, quoted from above.
# BT-549 for entries 25–32 → 104, 87, 101, 110, 101, 113, 99, 96
# T-47D for entries 25–32 → 99, 72, 95, 86, 104, 96, 192, 103
# MDA-MB-468 for entries 25–32 → 96, 99, 104, 93, 104, 125, 103, 95

# Following part.
no.	Molecule	LOX IMVI	MCF7	MDA-MB-231	HS 578T	T-47D	K-562	MDA-MB-468	BT-549
33	N#Cc1c(-c2ccc(Cl)cc2)nc(N2NC(=O)CC2=N)nc1N1CCOCC1	94	93	92	102	93	105	97	95
34	C[C@H]1OC(=O)/C=C/C(=O)[C@@H](OC(=O)CCC(=O)O)CCCCCCCC[C@@H]1O	92	87	98	99	94	54	98	88
35	C/C(=N/NC(N)=S)c1sc(Nc2cccc(C)c2)nc1C	87	94	81	99	46	73	88	95
36	C=C1CC[C@H]2[C@@](C)(CCC(=O)[C@@]2(C)COC(C)=O)[C@@H]1COc1ccc2ccc(=O)oc2c1	97	90	99	100	97	96	93	100
37	COc1ccc2cc(-c3nn(CC4CCN(C)CC4)c(N)c3C(N)=O)ccc2c1	94&97	89&95	84&102	92&101	82&88	92&97	93&106	100&100
38	CC(Oc1ccc(NC(=O)c2cccs2)cc1)C(=O)c1ccc(Cl)cc1 (stereo not drawn)	75	66	77	92	51	46	36	85
39	COc1ccc(CCN2C(=O)/C(=C/c3nc(CO)cs3)SC2=S)cc1	31	16	53	106	76	60	27	97
40	CCN1[C@@H]2CC[C@H]1/C(=C\c1cc(OC)ccc1OC)C(=O)/C2=C/c1cc(OC)ccc1OC	75	60	86	81	61	nt	62	73

no.	Molecule	LOX IMVI	MCF7	MDA-MB-231	HS 578T	T-47D	K-562	MDA-MB-468	BT-549
41	COc1cc(-c2nn(-c3ccc(NC(=O)CN4CCN(C)CC4)cc3)cc2-c2ccncc2)ccc1Cl	98	92	111	118	93	97	97	106
42	O=P(Cc1ccccc1)(c1ccccc1)c1ccccc1	95	97	100	110	100	101	95	111
43	Cc1nc2nc(SCC(=O)Nc3cccc(F)c3)[nH]c(=O)c2nc1C	98	92	100	105	92	96	101	94
44	COc1ccc(Cc2nnc3sc(SCC(=O)Nc4ccc(Cl)cc4)nn23)cc1	92	90	100	109	nt	97	102	nt
45	COC(=O)c1c2c(c(C)[n+]([O-])c1C)C(=O)C=C(NCc1ccc(F)c(Cl)c1)C2=O	-65*	-62*	-26*	-24*	-42*	-7.4*	-71*	-97*
46	O=C(NNc1ccccc1)c1ccccc1Cl	51	94	85	84	nt	27	94	nt
47	COc1cc(-c2nc(SCCC(C)C)nc(Nc3ccc(Cl)cc3)c2C#N)cc(OC)c1OC	65	87	53	43	81	77	92	92
48	O=C(O)c1ccc(-n2cc(/C=N/Nc3ccccc3)c(-c3cc4ccc(O)cc4oc3=O)n2)cc1	19	84	102	85	72	18	103	87

no.	Molecule	LOX IMVI	MCF7	MDA-MB-231	HS 578T	T-47D	K-562	MDA-MB-468	BT-549
49	CCCCCC(=O)N1CCCC1	116	96	112	104	106	99	111	145
50	N#CCCN1CCN(CCC#N)C1=S	104	101	100	104	108	109	119	100
51	CCC(=O)Nc1ccc(C)cc1C	93	91	107	90	nt	100	109	nt
52	CCCCCCCCCCCCCC#N	99	97	nt	98	nt	101	95	77
53	CC1=C(C(=O)/C=C/c2c[nH]c3ccccc23)C(c2ccccc2)NC(=S)N1 (stereo not drawn)	94	95	85	96	99	90	102	107
54	O=C(O)C1OC1(c1ccccc1Cl)c1ccccc1Cl (stereo not drawn)	101	105	103	101	nt	109	105	119
55	COc1cc2cc(Oc3ccc(NC(=O)c4cc(C(F)(F)F)cc(C(F)(F)F)c4)cc3)c(C)nc2cc1OCCN(C)C	73	37	66	82	47	58	52	78
56	O=CNc1ccc(I)cc1	98	103	112	107	nt	94	98	111

no.	Molecule	LOX IMVI	MCF7	MDA-MB-231	HS 578T	T-47D	K-562	MDA-MB-468	BT-549
57	N#Cc1c(-c2ccc(Cl)cc2)nc(N=Nc2c(O)[nH]c3ccc(Cl)cc23)nc1N1CCOCC1	83	98	83	94	100	116	91	92
58	CCCCc1ccc(N/C(N)=N/c2nc(C)cc(=O)[nH]2)cc1	96	83	94	109	91	87	102	nt
59	CCCCC1=C(P(=O)(O)O)N[C@H](C(=O)O)CS1	92	89	91	109	97	93	89	102
60	Cc1ccc(NS(=O)(=O)c2cc(C)ccc2C)cc1	41	24	57	nt	48	nt	0.2*	39
61	NNc1nnc2nc(Nc3ccccc3)nc(Nc3ccc(S(N)(=O)=O)cc3)n12	97	98	96	100	109	101	126	107
62	O=C1CCc2c(sc3[nH]c(=S)n(-c4ccc(C(F)(F)F)cc4)c(=O)c23)C1	90	85	85	87	85	102	92	86
63	CCCn1nc(C(=O)N2CCCCC2)c2c1CCC(Nc1ccc(Oc3cccnc3)cc1)C2 (stereo not drawn)	99	95	103	103	106	92	85	101
64	C/C(=C(/C)C1CC1CCNC1CCN(C(=O)OC(C)(C)C)CC1)c1ccccc1 (stereo not drawn)	29	83	105	96	82	40	77	112

no.	Molecule	LOX IMVI	MCF7	MDA-MB-231	HS 578T	T-47D	K-562	MDA-MB-468	BT-549
65	CCOC(=O)CCC1(C)OCC(COC)O1 (stereo not drawn)	107	96	105	nt	90	nt	101	88
66	COc1ccc(-c2nc3cnccn3c2NC(C)(C)CC(C)(C)C)cc1O	99	76	90	94	92	80	94	87
67	COc1cc(CNC(=O)/C=C/c2ccccc2)ccc1OCc1cn(-c2ccc(Cl)cc2)nn1	93	82	81	75	61	80	63	85
68	CC(=O)[C@H]1CC[C@H]2[C@@H]3CC[C@@H]4CC=C(C=O)C[C@]4(C)[C@H]3CC[C@]12C	94	81	94	106	86	82	99	86
69	CCCCCCCCc1ccc(S(=O)(=O)Nc2ccc(CC)cc2C(=O)O)cc1	100	86	102	103	77	83	82	108
70	COC(=O)[C@]1(C)N[C@H](c2cn(-c3ccccc3)nc2-c2ccccc2)[C@@H]2C(=O)N(c3ccc(Cl)cc3)C(=O)[C@@H]21	97	97	111	98	98	nt	117	92
71	OCCN(CCO)c1ccccc1CO	98	99	103	110	104	101	115	111
72	Cc1ccc(CNc2c3ccccc3nc3cc(NC(=O)CCN4CCCC4)ccc23)cc1	-86*	-22*	-7.5*	15	17	-30*	-29*	35

no.	Molecule	LOX IMVI	MCF7	MDA-MB-231	HS 578T	T-47D	K-562	MDA-MB-468	BT-549
73	CCCCN(CCCC)CC(O)CN(CCCC)CCCC	97	98	112	107	100	100	84	111
74	O=C(c1ccccc1)C(Cl)C(Cl)c1ccccc1 (stereo not drawn)	-65*	9.2*	26	84	-1.6*	-1.7*	18	97
75	Cc1cc(C)c(CCc2c(C)cc(C)cc2C)c(C)c1	95	92	112	116	77	97	110	87
76	CCN1CCN(C(=O)[C@]23CC[C@@H](C)[C@H](C)[C@@H]2C2=CC[C@@H]4[C@@]5(C)C/C(=C/c6ccncc6)C(=O)C(C)(C)[C@@H]5CC[C@@]4(C)[C@]2(C)CC3)CC1	-95*	5.0*	3.0*	7.2*	27	9.3*	-1.6*	52

# Hits appear at their usual frequency. Share with any hit: about 12%.
